# Pf growth 96h – inhibits malaria parasite growth, 96 h. P. falciparum luciferase reporter growth, 96 h. Potency, µM (doses to about 28.7 µM), without a hit: at the top dose activity change, negative = inhibition, most hits filed as inhibitors. 320,000 compounds, 6.9% hits; also: potency is read from the fitted curve at half-maximal effect; % is scaled to controls: 0 for no effect and ±100 for the full control effect
#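 96 h incubation, 37 C, 5% CO2, of luciferase-reporter P. falciparum-infected RBCs (2% hematocrit, 0.05% parasitemia final) with test compounds; endpoint luminescence.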
# Cycloheximide cs – counter-screen for Shiga toxin inhibitors: cycloheximide protein synthesis inhibition; cell reporter, cycloheximide protein synthesis inhibition counterscreen; max response, %; 300,000 compounds, 12% hits; AID 2314; in the data active = max response mostly above about 13%, no sharp cut-off; inactive = mostly below about 14%; also: read at 38.3 µM for the half of the compounds with a filed dose; 0% is about no effect
# Shiga toxin inh – inhibitors of Shiga toxin in Vero cells; Vero cells, Shiga toxin protein synthesis inhibition reporter; inhibition, % at 38.7 µM; 290,000 compounds, 9.2% hits; AID 2315; in the data active = inhibition mostly above about 28%, no sharp cut-off; inactive = mostly below about 43%; also: 0% is about no effect
# Pf growth 48h – P. falciparum growth inhibition at 48 hours (one generation) | P. falciparum luciferase growth in erythrocytes, 48 h | Potency, µM (highest dose often 28.7 µM), without a hit: at the highest dose activity change, negative = inhibition, usual class: inhibitors | 310,000 compounds, 5.9% hits; also: potency is read from the fitted curve at half-maximal effect; % is scaled to controls: 0 for no effect and ±100 for the full control effect
#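 Luminescence readout; reporter = integrated firefly luciferase in P. falciparum. RBC culture at 2% hematocrit, 0.1% parasitemia final, 37 C/5% CO2; decreased signal taken as growth inhibition.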
# Sm TGR inh – inhibitors of Schistosoma mansoni thioredoxin glutathione reductase | 360,000 compounds, 3% hits | purified TGR, DTNB reduction, TNB absorbance 405 nm | Q962Y6 | Potency, µM (top dose mostly 114 µM), inactives show top-dose activity change, negative = inhibition, most hits filed as inhibitors; also: potency is read from the fitted curve at half-maximal effect; % is scaled to controls: 0 for no effect and ±100 for the full control effect; nearly all actives have a fitted effect of over 60% in size
#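 Kinetic colorimetric format: TGR-catalysed, NADPH-driven DTNB reduction monitored via TNB absorbance. Enzyme dispensed at 20 nM; compound exposure 15 min at room temperature before reaction start.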
# FBPA Giardia inh – inhibitors of Giardia lamblia fructose-1,6-bisphosphate aldolase; A8B2U2; purified Giardia FBPA; 290,000 compounds, 0.71% hits; Potency, µM (series often up to 59.6 µM), for the others: at the top dose activity, negative = inhibition, most hits filed as inhibitors; also: potency is read from the fitted curve at half-maximal effect; % is scaled to controls: 0 for no effect and ±100 for the full control effect; nearly all actives have a fitted effect of over 55% in size
# Target sequence (A8B2U2 whole entry, looked up): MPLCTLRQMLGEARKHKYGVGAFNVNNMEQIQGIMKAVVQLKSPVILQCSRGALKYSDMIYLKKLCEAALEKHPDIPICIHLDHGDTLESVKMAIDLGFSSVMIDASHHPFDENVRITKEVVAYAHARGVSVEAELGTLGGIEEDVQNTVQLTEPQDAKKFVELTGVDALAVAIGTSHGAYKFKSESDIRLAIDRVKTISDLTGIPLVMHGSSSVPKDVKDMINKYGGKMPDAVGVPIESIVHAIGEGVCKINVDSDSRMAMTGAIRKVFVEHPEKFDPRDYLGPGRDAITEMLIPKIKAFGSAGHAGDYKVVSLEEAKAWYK
#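 40 nM FBPA preincubated 10 min at RT with compound (up to 57.5 uM final), then substrate plus GAPDH/TPI/NAD/arsenate coupling and diaphorase/resazurin added. Fluorescence read after 20 min at RT, 525/598 nm.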
# The depositor's hits bear a star; ? = inconclusive; / = not tested or not shown; & = joins results of further samples; [ ] = another dose, or the depositor's remark. Unless noted, calls follow the shape of the dose curve; as a rule, active = well fitted curve in the direction sought with a large enough effect; inconclusive = small, poorly fitted or top-dose-only effect, or another doubt; inactive = no such curve, though single readings can be large; an effect the other way counts as inactive or inconclusive.
# Start of the listing, in advance, 5 compounds:
SMILES,Pf growth 96h,Cycloheximide cs,Shiga toxin inh,Pf growth 48h,Sm TGR inh,FBPA Giardia inh
CCOc1cc2[nH]c(=O)n(CCc3ccc(OC)c(OC)c3)c(=O)c2cc1OCC,/,-2,20,?,8%,0%
ClCC1CN(Cc2ccccc2Cl)CCO1 (stereo not drawn),62%[activator],2,24,8%,0%,6%
COC(=O)c1ccc(C(=O)OC)c(NC(=O)CN(c2ccccc2)S(=O)(=O)N(C)C)c1,0%,0,-4,?,4%&9%,3%
COc1ccc(Nc2ncnc3scc(-c4ccc(OC)cc4)c23)cc1,9.3µM*,-1,-8,-17%,1%,-11%
O=C(NCCSc1ccccc1)c1cccnc1,-2%,49*,83*,84%[activator],3%,11%

# The listing (from the top)
SMILES,Pf growth 96h,Cycloheximide cs,Shiga toxin inh,Pf growth 48h,Sm TGR inh,FBPA Giardia inh
CCOc1cc2[nH]c(=O)n(CCc3ccc(OC)c(OC)c3)c(=O)c2cc1OCC,/,-2,20,?,8%,0%
ClCC1CN(Cc2ccccc2Cl)CCO1 (stereo not drawn),62%[activator],2,24,8%,0%,6%
COC(=O)c1ccc(C(=O)OC)c(NC(=O)CN(c2ccccc2)S(=O)(=O)N(C)C)c1,0%,0,-4,?,4%&9%,3%
COc1ccc(Nc2ncnc3scc(-c4ccc(OC)cc4)c23)cc1,9.3µM*,-1,-8,-17%,1%,-11%
O=C(NCCSc1ccccc1)c1cccnc1,-2%,49*,83*,84%[activator],3%,11%
O=C(c1cccc(Cl)c1)c1nn(-c2ccccc2)c(=O)cc1C(F)(F)F,13µM*,-2,20,?,-3%,-1%
COc1ccc(-n2cnnc2SCC(=O)N(C)C2CCS(=O)(=O)C2)cc1 (stereo not drawn),8%,-5,-46,/,12%[11.4 µM],0%
CCN(CC(=O)Nc1cccc(OC)c1)C(=O)c1cccc(S(=O)(=O)N2CCc3ccccc32)c1,?,/,/,12µM*,2%,/
COc1cccc2sc(=NC(=O)CCS(=O)(=O)c3ccc(C)cc3)n(C)c12,-3%,/,/,6%,-16%,/
O=C(Nc1ccc(OC(F)(F)F)cc1)c1cccc(-n2cnnn2)c1,10µM*,/,/,?,10%,/
CN(c1ccccc1C(=O)NCC1CCCO1)S(C)(=O)=O (stereo not drawn),/,-3,-2,-4%,-5%,0%
CCOC(=O)c1c(CSC(=N)N)n(C)c2cc(Br)c(OC(C)=O)cc12,-8%,1,-5,?,3%,-2%
CCOc1ccc(C(F)(F)F)cc1NC(=O)c1ccc(OC)c([N+](=O)[O-])c1,?,-2,-23,-14%,-4%,-1%
CCOc1ccc(S(=O)(=O)NCc2ccccc2OC)cc1,?,0,9,1%,/,-1%
COc1ccc(/C(C)=N\Nc2nc(-c3ccc(Cl)cc3)cc(C(F)(F)F)n2)cc1OC,?,5,-11,10µM*,-3%,0%
CCOc1ccc(CN2CCNC(=O)C2CC(=O)NCCCn2ccnc2)cc1 (stereo not drawn),-4%,6,10,-2%,9%,-7%
CC(C)(C)C(=O)Nc1nnc(SCc2cccc(F)c2)s1,154%[activator],53*,91*,235%[activator],-2%,-6%
O=S(=O)(c1ccccc1)c1nnn2c1nc(NC1CCN(Cc3ccccc3)CC1)c1cc(Cl)ccc12,1%,7,-5,0.66µM*,0%,11%
O=C(NCCSc1ccccc1)c1cncc(Br)c1,63%[activator],33*,11,/,0%,3%
CCCCc1nc2n[nH]c(N)c2c2c1CSC(C)(C)C2,/,-2,-4,-5%,4%,2%
COc1ccc(CCC(=O)N2CCN(S(=O)(=O)c3cccc(C(F)(F)F)c3)CC2)cc1OC,?,/,/,?,-4%,/
CCOc1ccc(Nc2cc(C)nc(N3CCOCC3)n2)cc1,39%[activator],-5,-5,-12%,1%,-14%
OC(COc1ccc(OCc2ccccc2)cc1)CN1CCCCC1 (stereo not drawn),/,31*,74*,13%,4%,-5%
Cc1ccc(O)c(-c2cc(-c3cccc(F)c3)n[nH]2)c1,/,24*,60,8.3µM*,19%,-4%
CCN(CC)CCC(C)OC(=O)c1ccc(O)cc1O (stereo not drawn),4%,-2,-35,-22%,0%[57.1 µM],1%

# Other records follow:
SMILES,Pf growth 96h,Cycloheximide cs,Shiga toxin inh,Pf growth 48h,Sm TGR inh,FBPA Giardia inh
Cc1ccc(S(=O)(=O)NC(=O)NCc2ccc(F)cc2)cc1,4.1µM*,-1,16,5%,/,14%
COc1ccccc1-n1c(=O)c2c3c(sc2n2c(SC(C)C)nnc12)CCC3,?,1,2,?,4%,4%
COc1cc(NS(=O)(=O)c2ccc(NC(=O)CN3C(=O)c4ccccc4C3=O)cc2)nc(OC)n1,37%[activator],-1,7,-20%,7%,24%
COc1ccc(/C=N/N=C2/NC(=O)C(CC(=O)O)S2)cc1OCc1ccccc1Cl (stereo not drawn),384%[activator],-1,-11,10%,3%,9%
COc1ccc(Br)cc1CN1CCN(CCO)CC1,-20%,-3,18,12%,-23%,-7%
O=C1CC(c2ccccc2)CCc2sccc2N1 (stereo not drawn),-18%,-1,-5,/,9%,6%
COc1ccccc1CCc1nnc(CCC(=O)NCC[C@@H]2C[C@@H]3C=C[C@H]2C3)o1,2%,13*,24,3%,0%,-1%
O=c1c2ccccc2nc2n1C(CSCc1ccccc1)CS2 (stereo not drawn),-20%,-1,-9,-17%,-8%,-4%
O=C1CC(c2ccccc2)n2nc(NS(=O)(=O)c3ccccc3)nc2N1 (stereo not drawn),/,4,-5,9%,4%,1%
CCC(O)CNc1nc(-n2nc(C)cc2C)nc2sc3c(c12)CC(C)(C)OC3 (stereo not drawn),?,1,-11,-39%,-19%,4%
O=C(CSc1nc2ccccc2[nH]1)NCc1ccccc1,?,36*,68*,28%,?,9%
COc1cccc(CNc2cc(C)ccn2)c1O,?,39*,51*,-22%,22µM*,7%
COC(=O)c1[nH]c2ccccc2c1NC(=O)CCN1CCN(C2CCCCC2)CC1,4%,-7,-17,-16%,-2%,-13%
COc1cccc(CC(=O)N2CCC(n3nccc3NC(=O)C3CCOC3)CC2)c1 (stereo not drawn),10%,-4,-12,-6%,15%,9%
Cc1ccc(CNC2=NCCS2)cc1,3.3µM*,17*,81,?,4%,-5%
COC(=O)Cc1ccc(OCC(=O)NC2CCCC2)cc1,15%,/,/,-5%,-1%,/
COc1ccc(C(=O)NNC(=O)CSc2nnnn2-c2cc(OC)cc(OC)c2)cc1,?,-8,11,29%,6%,3%
NC(CO)c1cn([C@@H](CCC(=O)O)C(=O)N2CCNCC2)nn1 (stereo partly drawn),93%[activator],-2,-10,64%[activator],-2%,0%
CC(=O)N1CCN(C(=S)c2ccc(Cl)cc2)CC1,-15%,3,9,29%,-10%,-7%
O=C1NCCCCC1NS(=O)(=O)c1ccc(Cl)cc1 (stereo not drawn),32%[activator],2,-15,11%,5%,-6%
Cc1cc(C(F)(F)F)c(C#N)c(SCC(=O)Nc2nc3cc(Br)ccc3s2)n1,78%[activator],39*,33*,76%[activator],5%,1%
Cc1c(-c2ccccc2)n[nH]c1C(=O)NN,79%[activator],43*,97*,15%,0%,1%
Cc1cc(/C=N/NC(N)=O)c(C)c(CO)c1,42%[activator],-2,25,32%[activator],11%,1%
O=C1CCCC(=NCc2ccco2)C1,?,-2,8,18%,-18%,0%
CCOC(=O)C1CCCN(c2c(NCCCN3CCCC(C)C3)c(=O)c2=O)C1 (stereo not drawn),45%[activator],-3,-5,/,10%,1%

# Complete entries, quoted from the list. Order of screens: Pf growth 96h | Cycloheximide cs | Shiga toxin inh | Pf growth 48h | Sm TGR inh | FBPA Giardia inh
# `O=C1CCCC(=NCc2ccco2)C1` as listed: ? | -2 | 8 | 18% | -18% | 0%
# `COc1cc(NS(=O)(=O)c2ccc(NC(=O)CN3C(=O)c4ccccc4C3=O)cc2)nc(OC)n1` as listed: 37%[activator] | -1 | 7 | -20% | 7% | 24%

# Further compounds follow.
SMILES,Pf growth 96h,Cycloheximide cs,Shiga toxin inh,Pf growth 48h,Sm TGR inh,FBPA Giardia inh
Cc1cccc2c3c([nH]c12)C(=O)CC(C)(C)S3,34%[activator],1,-19,?,13%,0%
CC(C)C(=O)NCCn1ccc2ccccc21,20%,-2,-1,0%,-1%,-4%
CCOC(=O)c1ccccc1OCc1cc(/C=N/NC(=O)c2cccnc2)ccc1OC,35%[activator],1,20,8%,4%,1%
CCOc1ccc(OCCSc2nnnn2C2CCCCC2)cc1,10µM*,-2,-3,11%,-4%,1%
CN1CCN(CCC(=O)Nc2cccc(Br)c2)CC1,44%[activator],-1,4,66%[activator],-1%,-14%
CN1CCC(=NNC(=O)C(=O)NC(C)(C)C)CC1,18%,16,28,/,6%,-3%
Cc1nn(C(C)C(=O)NC(C)CCc2ccccc2)c(=O)c2cc3occc3n12 (stereo not drawn),?,-5,1,-12%,-8%,-4%
COc1ccc(NS(=O)(=O)c2ccc(C)c(C(=O)NCCCN3CCCC3=O)c2)cc1,-20%,/,/,?,-5%,/
Cc1ccc(/C=C/S(=O)(=O)NCCC(=O)NCc2ccc(F)cc2)cc1,18%,/,/,?,-22%,/
COc1ccc(OC)c(NC(=O)c2ccc(OC3CSC3)cc2)c1,-6%,21*,28,12%,11%,-2%
Brc1ccc(-c2ccc(/C=N/Nc3nc(N4CCOCC4)nc(N4CCOCC4)n3)o2)cc1,11%,3,-4,12µM*,-16%,5%
COc1ccc(S(=O)(=O)N2CCCC(C(F)(F)F)C2)cc1 (stereo not drawn),4%,1,16,1%,/,1%
Cn1c2ccccc2c(=O)c2ccc(C#Cc3ccc(N)cc3)cc21,9.3µM*,26*,20,-25%,?,8%
O=C(Nc1nc2nccc(-c3ccccc3)n2n1)c1ccc(F)cc1,2%,1,-9,23%,6%,7%
CC(C)Oc1cccc(C(=O)O)c1,/,5,16,6%,-2%,8%
CCOc1ccccc1/C=C/c1onc(C)c1S(=O)(=O)N1CCC(C(=O)NC(C)(C)C)CC1,54%[activator],1,-5,15µM*,1%,/
CN(C)CCN(C(=O)c1cccs1)c1nc2cc3c(cc2s1)OCCO3,52%[activator],51*,82,77%[activator],6%,-18%
COc1cc(NC(=O)CN2CCN(c3ccccc3F)CC2)c(C)cc1[N+](=O)[O-],-25%,-5,-11,11%,-10%,3%
Cc1ccccc1CN1C[C@@H]2C[C@@H](c3cn(C)nc3-c3ccccc3)N3CCC[C@@]23C1=O,8%,-1,26,6.6µM*,7.9µM*,-8%
COc1ccccc1NS(=O)(=O)c1ccc(C)c(C(=O)NCC(c2ccco2)N(C)C)c1 (stereo not drawn),-7%,/,/,?,-35%,/
O=C(NN=C(Cc1ccccc1)Cc1ccccc1)c1ccncc1,?,8.0*,21,13%,14%,-13%

# An excerpt of these results, with values under each structure:
# Values in the order: Pf growth 96h	Cycloheximide cs	Shiga toxin inh	Pf growth 48h	Sm TGR inh	FBPA Giardia inh
Brc1ccc(-c2ccc(/C=N/Nc3nc(N4CCOCC4)nc(N4CCOCC4)n3)o2)cc1
 : 11%	3	-4	12µM*	-16%	5%
CCOC(=O)c1ccccc1OCc1cc(/C=N/NC(=O)c2cccnc2)ccc1OC
 : 35%[activator]	1	20	8%	4%	1%
COc1ccccc1NS(=O)(=O)c1ccc(C)c(C(=O)NCC(c2ccco2)N(C)C)c1 (stereo not drawn)
 : -7%	/	/	?	-35%	/
COc1cc(NC(=O)CN2CCN(c3ccccc3F)CC2)c(C)cc1[N+](=O)[O-]
 : -25%	-5	-11	11%	-10%	3%
COc1ccc(OC)c(NC(=O)c2ccc(OC3CSC3)cc2)c1
 : -6%	21*	28	12%	11%	-2%
Cc1nn(C(C)C(=O)NC(C)CCc2ccccc2)c(=O)c2cc3occc3n12 (stereo not drawn)
 : ?	-5	1	-12%	-8%	-4%

# From PubChem BioAssay

# An unsorted share of the library. Share with any hit: about 24%.
